STEP inh: STEP phosphatase inhibitors, primary screen, biochemical, fluorescence intensity, uHTS | Tyrosine-protein phosphatase non-receptor type 5 (Homo sapiens), P54829 | recombinant STEP, OMFP fluorogenic substrate | inhibition, % at 20 µM | 360,000 compounds, 0.25% hits;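 active = inhibition at 20 µM, scaled per plate between control wells, above about 37%, limit read from the data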;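 also: 0% = DMSO with enzyme and substrate and 100% = substrate only without enzyme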
Target sequence (P54829 whole entry, looked up): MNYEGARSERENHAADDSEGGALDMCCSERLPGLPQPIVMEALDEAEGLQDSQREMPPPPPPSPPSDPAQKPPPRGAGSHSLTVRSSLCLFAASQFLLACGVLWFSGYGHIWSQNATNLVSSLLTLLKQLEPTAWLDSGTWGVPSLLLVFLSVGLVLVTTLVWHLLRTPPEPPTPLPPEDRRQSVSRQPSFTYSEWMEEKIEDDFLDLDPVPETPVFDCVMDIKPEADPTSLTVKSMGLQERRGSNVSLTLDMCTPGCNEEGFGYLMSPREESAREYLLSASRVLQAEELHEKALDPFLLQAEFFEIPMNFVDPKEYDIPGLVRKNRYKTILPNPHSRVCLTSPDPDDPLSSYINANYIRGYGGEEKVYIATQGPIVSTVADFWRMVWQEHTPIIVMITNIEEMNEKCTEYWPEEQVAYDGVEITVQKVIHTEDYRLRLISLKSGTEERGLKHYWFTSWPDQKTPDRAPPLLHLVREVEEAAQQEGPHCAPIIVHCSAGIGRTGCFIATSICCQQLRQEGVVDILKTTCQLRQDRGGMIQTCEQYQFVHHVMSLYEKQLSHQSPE
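System: isolated STEP enzyme; schedule: 20 min enzyme reaction at room temperature, protected from light; medium: Bis-Tris buffer pH 6.0, 2.5 mM DTT, 0.005% Tween 20; signal: fluorescence, 480/540 nm; dosing: single compound dose of 20 µM, 1% DMSO final; also added: OMFP substrate, 25 µM final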
Rpn11 block: Rpn11 (PSMD14) deubiquitinase inhibitors, primary screen, biochemical, fluorescence polarization, uHTS; calls only at 20 µM; human 26S proteasome, Ub4-pepOG fluorescence polarization; 20S core pre-blocked with epoxomicin; 360,000 compounds, 0.59% hits; 26S proteasome non-ATPase regulatory subunit 14 (Homo sapiens), O00487;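 active = inhibition at 20 µM, scaled to each plate's controls, above about 33%, limit read from the data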
LMPTP inh: LMPTP phosphatase inhibitors, primary screen, biochemical, fluorescence intensity, uHTS | AID 651560, 2012 | recombinant LMPTP-A, OMFP fluorogenic substrate | Low molecular weight phosphotyrosine protein phosphatase (Homo sapiens), P24666 | 360,000 compounds, 0.22% hits | inhibition, % at 20 µM;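 active = compounds that cut the enzyme signal by at least half of the control window in the single-dose screen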;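 also: plate controls were DMSO wells with enzyme plus substrate for no effect and substrate without enzyme for full effect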
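Test system – LMPTP-A enzyme · Amount – LMPTP-A at 0.625 nM final in the reaction · Buffer or medium – Bis-Tris pH 6.0, DTT, detergent · Reagent – OMFP 400 µM · Doses – single 20 µM dose · Schedule – reaction 50 min, room temperature, dark · Detection – fluorescence intensity of OMFP turnover product · Evaluation – percent inhibition versus substrate-only and uninhibited controls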
Scp1 inh: Scp-1 phosphatase inhibitors, primary screen, biochemical, colorimetric, uHTS. Recombinant Scp1, phosphopeptide, malachite green phosphate absorbance. AID 493091, 2011. Carboxy-terminal domain RNA polymerase II polypeptide A small phosphatase 1 (Homo …. inhibition, % at 20 µM. 340,000 compounds, 0.88% hits;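 active = inhibition above about 50% at 20 µM, limit read from the data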;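 also: plate controls were DMSO wells with enzyme for no effect and wells lacking enzyme for full effect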
Target sequence (Q9GZU7 76-261 limits assumed): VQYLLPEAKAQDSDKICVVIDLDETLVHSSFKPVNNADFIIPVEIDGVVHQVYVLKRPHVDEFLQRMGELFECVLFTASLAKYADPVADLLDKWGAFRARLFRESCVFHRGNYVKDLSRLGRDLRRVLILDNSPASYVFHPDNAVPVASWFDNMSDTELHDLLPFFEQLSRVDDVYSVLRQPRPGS
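Test system – truncated SCP-1 phosphatase (76-261aa) · Reagent – Phosphorylated 17-residue peptide substrate · Incubation – 45 min room-temperature reaction, 5 min colour, 30 min stabiliser · Detection – colorimetric phosphate reagent with accelerator and stabiliser, absorbance at 630 nm · Measure – % inhibition at 20 µM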
DNMT1 block: human DNMT1 methyltransferase inhibitors, primary screen, biochemical, molecular beacon, fluorescence, HinP1I cleavage, uHTS; 360,000 compounds, 0.83% hits; inhibition (reported as % activation of signal), % at 10 µM; in the data active = inhibition above about 50%
SUMO1-SIM PPI: modulators of SUMO1 protein-protein interactions, primary screen, biochemical, uHTS | inhibition, % at 20 µM | SUMO1 binding to a labelled peptide, TR-FRET, 1 h | AID 602429, 2012 | 360,000 compounds, 0.33% hits | Small ubiquitin-related modifier 1 (Homo sapiens), P63165; in the data active = inhibition above about 37%
Target sequence (P63165 whole entry, looked up): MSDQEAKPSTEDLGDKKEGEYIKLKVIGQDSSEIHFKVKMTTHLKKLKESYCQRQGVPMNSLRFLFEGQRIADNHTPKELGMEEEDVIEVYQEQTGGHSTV
Neddyl block: inhibitors of cullin neddylation, primary screen, biochemical, TR-FRET, uHTS, NAE and Ubc12; calls only at 25 µM; AID 651699, 2012; 360,000 compounds, 0.58% hits; in the data active = inhibition above about 36%
CSN deneddyl inh: inhibitors of CSN-mediated cullin deneddylation, primary screen, biochemical, fluorescence polarization, uHTS; Purified CSN, SCF-Nedd8-OG deneddylation; COP9 signalosome complex subunit 5 (Homo sapiens), Q92905; 360,000 compounds, 0.38% hits; inhibition, % at 12.5 µM; AID 651999, 2013;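 active = pattern-corrected inhibition above about 35%, with an unprinted fluorescence ratio check between 0.5 and 1.5, limit read from the data, passing the limit was not always enough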;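 also: 0% = enzyme with substrate and 100% = substrate without enzyme; some results filed as inactive read as strong as hits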
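Test system: Human Csn5 produced in HEK293T cells | Compound: 12.5 µM single point | Times: 90 min, room temperature | Signal: Fluorescence polarization readout | Read-out basis: % inhibition of substrate cleavage by Csn5 | Controls: no-enzyme wells high, enzyme-with-substrate wells low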
Rin1 Abl inh: inhibitors of Rin1-Abl protein binding, primary screen, biochemical, TR-FRET; Tyrosine-protein kinase ABL1 (Homo sapiens) + Ras and Rab interactor 1 (Homo sapiens), …; inhibition, % at 7.35 µM; 360,000 compounds, 0.4% hits; AID 588664, 2011; in the data active = inhibition above about 5%, passing the limit was not always enough
NadD inh: inhibitors of S. aureus NadD, primary screen, biochemical, colorimetric, uHTS; 360,000 compounds, 0.78% hits; purified NadD enzyme, colorimetric absorbance read-out; Nicotinate-nucleotide adenylyltransferase NadD (Staphylococcus aureus N315); AID 602399, 2012; inhibition, % at 20 µM; in the data active = inhibition above about 26%; also: some compounds past the cut are filed as inactive
An asterisk follows results filed as active; i = inactive; / = no result given; + = active, no number.

Screens in order: STEP inh, Rpn11 block, LMPTP inh, Scp1 inh, DNMT1 block, SUMO1-SIM PPI, Neddyl block, CSN deneddyl inh, Rin1 Abl inh, NadD inh
> COc1ccc2c(c1)CCc1c(C(=O)N3CC4(C)CC3CC(C)(C)C4)noc1-2 (centres undefined)
  0, i, 6.0, -6, 1, 2, i, 1, -4, -5
> CCOC(=O)/C(C#N)=C/c1cc(C)n(-c2ccc(C)cc2)c1C
  2, i, 2.8, -18, -2, -11, i, 0, 0, -5
> O=C(NCCNc1cc(Cl)ccc1[N+](=O)[O-])c1ccco1
  0, i, 1.2, -10, 2, -28, i, 10, -9, -2
> COc1ccc(C(c2nnnn2C2CCCC2)N2CCN(c3ccccc3)CC2)cc1 (centres undefined)
  1, i, -0.5, -7, -3, 5, i, 5, 0, 8
> Cn1c(N)c(C(C[N+](=O)[O-])c2ccccc2Cl)c(=O)n(C)c1=O (centres undefined)
  -1, i, -1.8, -7, -1, 3, i, 7, -2, 0
> CC(=O)N1CCOc2ccc(S(=O)(=O)Nc3ncccc3C)cc21
  0, i, -2.1, -4, 5, 3, i, 5, 1, -6
> Cn1c(SCc2ccccc2C#N)nnc1-c1ccncc1
  3, i, -2.0, 0, -1, 3, i, 0, 1, -7
> O=C(OCCN1C(=O)c2ccccc2C1=O)c1cc(S(=O)(=O)N2CCOCC2)ccc1Cl
  2, i, 0.5, -3, 1, -1, i, 1, -1, 3
> Cc1cc2oc(=O)cc(-c3ccccc3)c2c(C)c1-c1ccc(C#N)cc1
  3, i, 3.0, -1, -4, -1, i, 1, -4, 2
> COc1ccc(C(=O)N2CCCCC2c2cc(C(=O)NCc3ccc(Cl)c(Cl)c3)no2)cc1 (centres undefined)
  -3, i, 3.5, /, -8, 5, i, 3, 0, -5
> COCCN(C(=O)COC(=O)Cc1cccc2ccccc12)c1c(N)n(Cc2ccccc2)c(=O)[nH]c1=O
  -1, i, -0.3, -6, -1, 0, i, 7, 3, 8
> O=C(COC(=O)CCCN1C(=O)c2cccc3cccc(c23)C1=O)NC1CCS(=O)(=O)C1 (centres undefined)
  1, i, -1.5, -6, 3, -36, i, 5, -4, 8
> COC(=O)NNC(=O)c1ccc(C)c(Br)c1
  -3, i, -0.6, -10, -4, 0, i, -3, -1, -1
> CCOC(=O)N1CCN(S(=O)(=O)c2ccc(Br)s2)CC1
  -2, i, -1.5, -10, 3, 35, i, 8, 0, -3
> CC1=C(C(=O)Nc2cccc(C(=O)NCc3ccccc3C)c2)SCCO1
  -1, i, -0.4, -1, -2, -4, i, 4, -3, -9
> CCN(CC)S(=O)(=O)c1cc(C(=O)Nc2cc(S(=O)(=O)N3CCOCC3)ccc2N2CCCC2)ccc1F
  0, i, 0.5, -2, -1, -2, i, -2, 0, 4
> CCOC(=O)C1CCN(C(=O)CSc2cc(=O)n(C)c3ccccc23)CC1
  -2, i, 0.0, -7, 2, -1, i, 3, -79, -3
> O=C(CCl)Nc1cc(-c2ccccc2)nn1-c1ccccc1
  -6, i, -0.9, -1, 8, 11, i, 3, 4, 6
> CC1(c2nnc(-c3ccc(F)cc3)o2)CC(c2ccc(Cl)cc2)=NO1 (centres undefined)
  0, i, 1.5, -5, 2, 0, i, 92, 2, -6
> CCC(C)C(=O)OCC1(c2ccc(C)cc2OC(=O)C(C)C)CO1 (centres undefined)
  0, i, -1.0, 53*, 12, 3, i, -2, 2, 2
> CC1CCN(C(=S)NC(=O)C2CCCCC2)CC1
  1, i, -0.7, -4, 1, -1, i, 0, 1, 3
> N#CC(C#N)=Cc1ccc(-c2ccc(S(=O)(=O)N=C(N)N)cc2)o1
  -3, +, 1.3, -4, 13, -4, i, 18, -1, 0
> CCN1C(=O)C(O)(CC(=O)c2ccc(-n3cccc3)cc2)c2ccccc21 (centres undefined)
  -1, i, -0.9, -4, -11, -2, i, 2, -1, -4
> COC(=O)/C(=C\c1ccc2c(c1)c1ccccc1n2C)NC(=O)c1ccccc1
  -2, i, 2.5, -13, -10, -5, +, -3, -2, 5
> CCOc1cc(NC(=S)NCC2CCCO2)c(OCC)cc1NC(=O)c1ccc(C)cc1 (centres undefined)
  -2, i, -2.2, -5, -2, 3, i, -2, -1, 2
> COc1ccc(CCNC(=O)C(=O)NCC2OCCN2S(=O)(=O)c2ccccc2)cc1 (centres undefined)
  -1, i, -0.7, -5, -2, -3, i, 16, 0, 6
> FC(F)(F)Oc1ccc(Nc2nc3ccccc3o2)cc1
  -3, i, 2.3, 6, -9, -2, i, 0, 2, -8
> CCOC(=O)/C(=N/Nc1ccc(Cl)cc1)Sc1nnnn1-c1ccc(C)cc1
  5, i, 1.8, -7, 2, 1, i, 0, -3, -6
> Cn1c(CCc2ccccc2)n[nH]c1=S
  2, i, -2.2, 7, 0, 3, i, -4, -4, 1
> CC(c1nc2ccccc2[nH]1)n1c(=O)c(-c2cccnc2)nc2ccccc21 (centres undefined)
  /, /, -1.3, /, /, -21, i, -1, /, /

The list goes on:
Screens in order: STEP inh, Rpn11 block, LMPTP inh, Scp1 inh, DNMT1 block, SUMO1-SIM PPI, Neddyl block, CSN deneddyl inh, Rin1 Abl inh, NadD inh
> CC1c2nc3ccccc3n2C(CC(=O)NCCCN2CCOCC2)C(=O)N1Cc1ccccc1 (centres undefined)
  -2, i, -2.6, -1, 8, -6, i, 4, 0, 3
> COc1cccc(C(=O)NOCc2ccccc2)c1OC
  -2, i, -0.3, -8, 0, 0, i, 1, 5, 1
> COc1ccccc1CNC(=O)COC(=O)c1ccncc1
  1, i, 0.4, -5, 1, 1, i, -3, -1, -1
> O=C(Cc1ccc(S(=O)(=O)N2CCCC2)s1)NC1CCCCCC1
  2, i, 0.6, 16, 12, 1, i, 8, 2, 3
> COc1ccc(OC)c(C2=NOC(C(=O)Nc3cccc(C(C)=O)c3)C2)c1 (centres undefined)
  2, i, 0.2, -14, -2, -3, i, -4, -2, -3
> Cc1ccc2c(c1)N(C(=O)CCC(=O)NCc1cccc(Cl)c1)CC(C)O2 (centres undefined)
  -2, i, 0.5, -12, 2, 5, i, 0, 3, 27
> COc1cc(C)c(C(C)C)cc1S(=O)(=O)N1CCN(C)CC1
  2, i, -0.7, -11, 2, 0, i, -2, -3, -5
> Sc1nnc(-c2ccc(Cl)cc2)n1Cc1ccccc1
  0, i, 4.4, 0, 2, 5, i, 3, 2, 14
> S=c1[nH]nc(CN2CCCC2)n1Cc1ccccc1
  -1, i, -2.2, -1, 1, -4, i, -2, 2, -5
> Cc1nnc(SCC(=O)NC(=O)NC2CCCC2)n1N
  -1, i, -1.1, -15, 2, -5, i, -2, -1, -7
> O=C(NC1CC1)c1ccc2snnc2c1
  -2, i, -0.6, -3, 2, 2, i, -1, -1, 1
> Cc1ccc(C(=O)OCC(=O)Nc2sc3c(c2C#N)CCC3)cc1
  8, i, -1.0, -7, 25, -1, i, -4, -1, 10
> O=C1C2CC=CCC2C(=O)N1CC1CCCO1 (centres undefined)
  -5, i, -1.5, -3, 0, -4, i, 0, -1, 5
> Cn1c2ccc(F)cc2c2ncn(Cc3ccccn3)c(=O)c21
  0, i, 0.7, -11, -1, 10, i, 1, 0, -1
> O=C(NNC(=O)c1cccc(-n2cccc2)c1)c1ccc(F)cc1
  3, i, 6.2, 45, 44, 6, i, 1, 1, 10
> O=C(NC1CCC(NC(=O)C(F)(F)C(F)F)CC1)C(F)(F)C(F)F (centres undefined)
  15, i, -1.3, 1, 3, 2, i, 0, 1, 2
> COc1ccc(CNCC(O)(c2ccccc2)c2ccccc2)cc1
  -1, i, -0.1, -9, -1, 3, i, 1, 0, -13
> Cc1cc(NC(=O)Nc2ccc(Cl)c(Cl)c2)n(-c2ccccc2)n1
  1, i, 0.7, 17, -1, 0, i, 3, 0, 0
> CCOc1cc(CNS(=O)(=O)c2ccc3c(c2)CC(=O)N3C)cc(OCC)c1OCC
  0, i, -1.2, -6, 0, 9, i, 3, 4, 1
> CCC(CO)Oc1cc(NCc2cccc(C)c2)c2ncn(C(C)C)c2c1 (centres undefined)
  -3, i, 1.2, 0, -1, -11, i, 0, -1, 5
> CC(=O)N(CCc1cccc(C)c1)Cc1cc2cc(C)ccc2[nH]c1=O
  -1, i, 0.4, 5, 1, -3, i, 3, -3, -2

4 compounds drawn at random from the list so far, as already listed:
Screens in order: STEP inh, Rpn11 block, LMPTP inh, Scp1 inh, DNMT1 block, SUMO1-SIM PPI, Neddyl block, CSN deneddyl inh, Rin1 Abl inh, NadD inh
> O=C(NC1CC1)c1ccc2snnc2c1
  -2, i, -0.6, -3, 2, 2, i, -1, -1, 1
> Cn1c2ccc(F)cc2c2ncn(Cc3ccccn3)c(=O)c21
  0, i, 0.7, -11, -1, 10, i, 1, 0, -1
> Cc1nnc(SCC(=O)NC(=O)NC2CCCC2)n1N
  -1, i, -1.1, -15, 2, -5, i, -2, -1, -7
> Cc1cc(NC(=O)Nc2ccc(Cl)c(Cl)c2)n(-c2ccccc2)n1
  1, i, 0.7, 17, -1, 0, i, 3, 0, 0

High-throughput results as filed in PubChem BioAssay.

This is a random part of the collection; overall some 3.8% were active at least once.
